PLK1 PBD block – inhibitors of human PLK1 polo-box domain binding; Plk1 PBD binding of FITC phosphopeptide, fluorescence polarization; Potency, µM, for the others: max response, negative = inhibition, actives largely listed as inhibitors; 360,000 compounds, 2.8% hits; AID 720504; further: potency means the concentration at half of the fitted maximal effect; series mostly up to about 57 µM; on the % scale 0 is the no-effect control and ±100 the full control effect; nearly all actives have a fitted effect of over 65% in size
Target sequence (P53350 whole entry, looked up, the tested form may be a part): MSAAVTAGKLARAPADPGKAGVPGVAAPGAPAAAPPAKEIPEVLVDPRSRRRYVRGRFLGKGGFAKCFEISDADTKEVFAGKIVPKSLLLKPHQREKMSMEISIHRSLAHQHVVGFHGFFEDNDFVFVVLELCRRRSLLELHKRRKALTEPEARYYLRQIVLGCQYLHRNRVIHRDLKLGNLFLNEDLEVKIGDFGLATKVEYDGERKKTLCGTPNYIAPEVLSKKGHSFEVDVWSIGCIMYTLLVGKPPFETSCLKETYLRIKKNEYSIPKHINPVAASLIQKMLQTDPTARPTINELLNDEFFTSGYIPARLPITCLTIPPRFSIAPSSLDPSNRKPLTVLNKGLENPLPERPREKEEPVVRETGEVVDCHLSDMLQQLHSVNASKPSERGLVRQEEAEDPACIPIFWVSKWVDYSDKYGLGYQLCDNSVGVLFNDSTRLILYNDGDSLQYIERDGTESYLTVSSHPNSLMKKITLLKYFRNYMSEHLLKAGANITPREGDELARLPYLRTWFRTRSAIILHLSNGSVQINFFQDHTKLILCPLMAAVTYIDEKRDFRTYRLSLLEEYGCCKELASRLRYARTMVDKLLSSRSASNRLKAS
IL-2 act – activates IL-2 in a cell-based reporter assay; AID 652025; activation, % (series mostly up to about 46 µM); IL-2 activation reporter assay, cell-based qHTS; stimulated with anti-CD3/CD4/CD28 beads; in transgenic mouse T cells; 360,000 compounds, 0.065% hits; in the data active means activation above about 50%; inconclusive means mostly about 30% to 49%; further: 0% is about no effect
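First, unstimulated transgenic mouse T cells were exposed to compound for 60 min. Next, anti-CD3/anti-CD4-coated beads with anti-CD28 were added. Finally, after 18 h at 37 degrees C, EGFP and DsRed were imaged.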
PI5P4K alpha inh – PI5P4K alpha (human) kinase inhibition | AID 652105 | PI5P4Kalpha enzyme, ADP-Glo luminescence, 60 min; hits give low values | max response, % | 330,000 compounds, 1.2% hits | P48426; active means max response of -50% or lower; inconclusive means between -30% and -50%; inactive means -30% or higher; further: value at the top dose of about 77 µM; on the % scale 0 is the no-effect control and ±100 the full control effect
Target sequence (P48426 whole entry, looked up): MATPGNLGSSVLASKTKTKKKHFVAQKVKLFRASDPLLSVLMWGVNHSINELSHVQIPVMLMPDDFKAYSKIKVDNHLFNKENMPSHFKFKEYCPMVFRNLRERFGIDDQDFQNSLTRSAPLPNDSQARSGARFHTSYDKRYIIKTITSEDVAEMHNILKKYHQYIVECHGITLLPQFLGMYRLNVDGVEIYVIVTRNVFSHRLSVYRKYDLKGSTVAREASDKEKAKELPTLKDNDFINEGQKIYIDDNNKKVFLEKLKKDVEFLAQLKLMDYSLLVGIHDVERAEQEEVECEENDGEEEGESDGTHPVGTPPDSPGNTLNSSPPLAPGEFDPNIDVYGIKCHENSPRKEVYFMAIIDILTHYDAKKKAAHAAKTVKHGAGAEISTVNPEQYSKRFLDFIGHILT
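Compounds were pin-transferred onto PI5P4Kalpha and substrate in HEPES pH 7.4 buffer with EGTA, CHAPS and 5% DMSO. ATP (5 microM final) started the reaction, which ran 60 minutes at room temperature before ADP-Glo detection.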
CCT modulator – cytosolic chaperonin activity modulation. purified chaperonin ATPase assay, HTRF ADP detection, 30 min. activity change, % (no concentration beside the values), hits read low. 360,000 compounds, 0.3% hits. AID 651819; in the data active means activity change below about -30%; further: on the % scale 0 is the no-effect control and ±100 the full control effect
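Enzyme 40 or 20 nM (batch-dependent) in Tris pH 7.4/KCl/MgCl2/DTT; cpd 76 uM single point; ATP 10 uM; 30 min 37 °C; Transcreener ADP HTRF detection, 30 min RT; ratio 665/615.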
EPAC2 agonist – agonists of human EPAC2 (RAPGEF4). Q8WZA2. EPAC2 activation, biochemical qHTS; response scale: 100% = 6.5 mM cAMP response. Potency, µM (titrated, usually from 154 µM), without a hit: at the top dose activation, usual class: activators. 360,000 compounds, 0.079% hits. AID 720711; further: potency means the concentration at half of the fitted maximal effect; nearly all actives have a fitted effect of over 50% in size
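EPAC2 (100 nM) mixed with Rap1B loaded with BODIPY-GDP (250 nM) plus 50 uM unlabeled GDP; compounds pinned in, 5 min RT, then read every 5 min for 30 min (ex 480, em 540 nm). Normalized to cAMP control.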
EPAC1 antagonist – EPAC1 (human) antagonism; Potency, µM (titrated, usually from 115 µM), for the others: at the highest dose activity change, negative = inhibition, most hits filed as inhibitors; 360,000 compounds, 0.14% hits; EPAC1 GEF assay, Rap1b-BODIPY-GDP exchange fluorescence; O95398;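 further: potency means the concentration at half of the fitted maximal effect; plate controls were vehicle for no effect and positive control for full effect; nearly all actives have a fitted effect of over 50% in size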
EPAC1 ag – agonists of human EPAC1; O95398; EPAC1 agonist qHTS, biochemical assay; response scale: 100% = response to 6.5 mM cAMP; Potency, µM (doses to about 154 µM), for the others: at the top dose activation, actives largely listed as activators; 360,000 compounds, 0.073% hits; AID 720707; further: potency means the concentration at half of the fitted maximal effect; nearly all actives have a fitted effect of over 60% in size
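Normalized to 6.5 mM cAMP, activity reflects EPAC1-catalysed release of BODIPY-GDP from Rap1B, followed kinetically over 30 min at 480 nm excitation, 540 nm emission. Reaction contained 100 nM EPAC1, 250 nM Rap1B-BODIPY-GDP, 50 uM GDP.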
WRN helicase inh – blocks human WRN helicase; WRN helicase unwinding, fluorescent forked duplex, kinetic; Potency, µM (titrated, usually from 114 µM), inactives show top-dose activity change, negative = inhibition, usual class: inhibitors; 360,000 compounds, 0.46% hits; AID 651768; further: potency means the concentration at half of the fitted maximal effect; on the % scale 0 is the no-effect control and ±100 the full control effect; nearly all actives have a fitted effect of over 55% in size
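Enzyme (20 nM final) and test compound sit together 15 min at room temperature before substrate addition. Substrate is a single-forked duplex oligonucleotide (100 nM) labelled with fluorophore and quencher, with 2 mM ATP; helicase unwinding raises red fluorescence, read kinetically.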
The depositor's hits bear a star; [ ] = another dose, or the depositor's remark. Unless noted, the call rests on the fitted dose curve; in most records, active means well fitted curve in the direction sought with a large enough effect; inconclusive means small, poorly fitted or top-dose-only effect, or another doubt; inactive means no such curve, though single readings can be large; an effect the other way counts as inactive or inconclusive. The list is partial, so the mix of outcomes need not match the whole.

Results for C[C@@H]1CN([C@@H](C)CO)C(=O)CCCn2cc(nn2)CO[C@H]1CN(C)S(=O)(=O)c1ccc(C#N)cc1 ?
PLK1 PBD block: -12%; IL-2 act: -0.1; PI5P4K alpha inh: -1; CCT modulator: -0.1; EPAC2 agonist: 5%; EPAC1 antagonist: -26%; EPAC1 ag: -5%; WRN helicase inh: -6%

What do the screens show for `Cc1ccc(C(=O)NNC(=O)c2ccc(S(=O)(=O)N3CCCCC3)cc2)cc1`?
PLK1 PBD block: -18%; IL-2 act: -0.8; PI5P4K alpha inh: -1; CCT modulator: -1.3; EPAC2 agonist: 10%; EPAC1 antagonist: -18%; EPAC1 ag: 11%; WRN helicase inh: 35µM*

How did COc1ccc(-c2cc(C(F)(F)F)nc(SCCC(=O)NCc3ccccc3)n2)cc1 do in these assays?
PLK1 PBD block: -3%; IL-2 act: -0.5; PI5P4K alpha inh: 19; CCT modulator: 1.6; EPAC2 agonist: -19%; EPAC1 antagonist: 3%; EPAC1 ag: -10%; WRN helicase inh: -2%

How did O=C(CSc1n[nH]c(=O)n1Cc1ccco1)Nc1ccccc1Cl do in these assays?
PLK1 PBD block: -3%; IL-2 act: 1.6; PI5P4K alpha inh: -7; CCT modulator: -0.1; EPAC2 agonist: 6%; EPAC1 antagonist: -24%; EPAC1 ag: 0%; WRN helicase inh: -23%

What do the screens show for `O=c1[nH][nH]c2c1[C@H](c1ccc(F)cc1)O[C@H](C1CCCCC1)C2`?
PLK1 PBD block: -29%; IL-2 act: -0.4; PI5P4K alpha inh: 1; CCT modulator: -11; EPAC2 agonist: -2%; EPAC1 antagonist: -11%; EPAC1 ag: -9%; WRN helicase inh: -5%

Results for COC(=O)c1ccc(Cn2nc(-c3ccc(C)c(C)c3)ccc2=O)cc1 ?
PLK1 PBD block: -9%; IL-2 act: 0.0; PI5P4K alpha inh: 4; CCT modulator: 0.3; EPAC2 agonist: 9%; EPAC1 antagonist: -24%; EPAC1 ag: 5%; WRN helicase inh: 3%

Results for C[C@@H]1CN([C@@H](C)CO)C(=O)c2cccc(NS(C)(=O)=O)c2O[C@H]1CN(C)CC1CCCCC1 ?
PLK1 PBD block: -13%; IL-2 act: -0.2; PI5P4K alpha inh: 0; CCT modulator: 0.1; EPAC2 agonist: -10%; EPAC1 antagonist: -10%; EPAC1 ag: 3%; WRN helicase inh: 5%

Results for COc1ccc(S(=O)(=O)N2CCN(c3cc(-c4ccccc4)nc4ncnn34)CC2)cc1 ?
PLK1 PBD block: -15%; IL-2 act: -2.2; CCT modulator: -1.7; EPAC2 agonist: 10%; EPAC1 antagonist: -12%; EPAC1 ag: 8%; WRN helicase inh: -7%

What do the screens show for `COc1ccc(C(=O)/C=C/Nc2ccc([N+](=O)[O-])cc2)cc1`?
PLK1 PBD block: 2%; IL-2 act: 0.1; PI5P4K alpha inh: -10; CCT modulator: 1.1; EPAC2 agonist: -7%; EPAC1 antagonist: 6%; EPAC1 ag: 5%; WRN helicase inh: 1%

What do the screens show for `COc1ccc(C(=O)Cn2cnc3ccc(Cl)cc3c2=O)cc1F`?
PLK1 PBD block: -3%; IL-2 act: -0.7; PI5P4K alpha inh: 0; CCT modulator: -0.9; EPAC2 agonist: 2%; EPAC1 antagonist: -4%; EPAC1 ag: -4%; WRN helicase inh: 3%

How did COC(=O)c1ccc(C23CC4(C2)[C@H](CN(Cc2cccnc2)[C@@H]4c2ccccc2)C3c2ccc(C(F)(F)F)cc2)cc1 (stereo not given in full) do in these assays?
PLK1 PBD block: 7%; IL-2 act: -2.9; PI5P4K alpha inh: 5; CCT modulator: -0.2; EPAC2 agonist: -12%; EPAC1 antagonist: 5%; EPAC1 ag: -19%; WRN helicase inh: -6%

Results for COc1ccc(OC)c(C=NNC(=O)NN=Cc2cc(OC)ccc2OC)c1 ?
PLK1 PBD block: 5%; IL-2 act: -4.1; PI5P4K alpha inh: -7; CCT modulator: 1.8; EPAC2 agonist: -2%; EPAC1 antagonist: 11%; EPAC1 ag: -1%; WRN helicase inh: 5%

The list goes on; the last 2 above are carried over.
How did COC(=O)c1ccc(C23CC4(C2)[C@H](CN(Cc2cccnc2)[C@@H]4c2ccccc2)C3c2ccc(C(F)(F)F)cc2)cc1 (stereo not given in full) do in these assays?
PLK1 PBD block: 7%; IL-2 act: -2.9; PI5P4K alpha inh: 5; CCT modulator: -0.2; EPAC2 agonist: -12%; EPAC1 antagonist: 5%; EPAC1 ag: -19%; WRN helicase inh: -6%

Results for COc1ccc(OC)c(C=NNC(=O)NN=Cc2cc(OC)ccc2OC)c1 ?
PLK1 PBD block: 5%; IL-2 act: -4.1; PI5P4K alpha inh: -7; CCT modulator: 1.8; EPAC2 agonist: -2%; EPAC1 antagonist: 11%; EPAC1 ag: -1%; WRN helicase inh: 5%

What do the screens show for `CC1(C)CC2(CC(C)(C(=O)CSc3nc4ccccc4s3)OC2=O)C(=O)O1` (stereo not given)?
PLK1 PBD block: -23%; IL-2 act: -0.1; CCT modulator: 0.3; EPAC2 agonist: 8%; EPAC1 antagonist: -14%; EPAC1 ag: 9%; WRN helicase inh: -1%

Results for Cc1ccc(S(=O)(=O)NNC(=O)C2CCN(S(=O)(=O)c3ccc(C)cc3)CC2)cc1 ?
PLK1 PBD block: -7%; IL-2 act: 0.8; PI5P4K alpha inh: 4; CCT modulator: 0.7; EPAC2 agonist: 5%; EPAC1 antagonist: -3%; EPAC1 ag: 8%; WRN helicase inh: 1%

Results for CS(=O)(=O)N1CCc2cc(C(=O)Nc3ccc(O)cc3)ccc21 ?
PLK1 PBD block: -2%; IL-2 act: -0.5; PI5P4K alpha inh: 4; CCT modulator: 2.4; EPAC2 agonist: -1%; EPAC1 antagonist: -6%; EPAC1 ag: 0%; WRN helicase inh: -2%

Results for CN(c1ccc(-c2csc(NC(=O)CCCc3nc4ccccc4c(=O)[nH]3)n2)cc1)S(C)(=O)=O ?
PLK1 PBD block: 7%; IL-2 act: -4.0; PI5P4K alpha inh: -56*; CCT modulator: -1.1; EPAC2 agonist: 0%; EPAC1 antagonist: -4%; EPAC1 ag: -10%; WRN helicase inh: 3%

Results for COc1cc(C2c3[nH]c4ccccc4c3C[C@H]3C(=O)N(CCO)CC(=O)N23)cc(OC)c1OC (stereo not given in full) ?
PLK1 PBD block: 0%; IL-2 act: -3.0; PI5P4K alpha inh: -3; CCT modulator: -0.6; EPAC2 agonist: 9%; EPAC1 antagonist: -4%; EPAC1 ag: 4%; WRN helicase inh: 9%

Results for CCOC(=O)c1ccc(Oc2nc(N(C)C)nc(N3CCOCC3)n2)cc1 ?
PLK1 PBD block: -13%; IL-2 act: 1.1; PI5P4K alpha inh: 0; CCT modulator: -0.9; EPAC2 agonist: 16%; EPAC1 antagonist: -10%; EPAC1 ag: -1%; WRN helicase inh: -3%

How did COCCCNS(=O)(=O)c1cccc(S(=O)(=O)c2cccc(S(=O)(=O)NCCCOC)c2)c1 do in these assays?
PLK1 PBD block: -4%; IL-2 act: -4.7; PI5P4K alpha inh: 8; CCT modulator: -0.6; EPAC2 agonist: 4%; EPAC1 antagonist: 16%; EPAC1 ag: 5%; WRN helicase inh: -2%

How did CCOC(=O)C1CCN(C(=O)c2ccc3c(c2)OCCO3)CC1 do in these assays?
PLK1 PBD block: -7%; IL-2 act: 2.2; PI5P4K alpha inh: 0; CCT modulator: -0.5; EPAC2 agonist: 9%; EPAC1 antagonist: -5%; EPAC1 ag: 6%; WRN helicase inh: -2%

How did COCCn1c(SCC(=O)OCc2ccccc2)nc2c1c(=O)[nH]c(=O)n2C do in these assays?
PLK1 PBD block: inconclusive; IL-2 act: -0.6; PI5P4K alpha inh: 0; CCT modulator: 0.6; EPAC2 agonist: 5%; EPAC1 antagonist: 4%; EPAC1 ag: 6%; WRN helicase inh: -5%

What do the screens show for `COc1ccc(C(=O)NCCCc2ccccc2)cc1OC`?
PLK1 PBD block: 2%; IL-2 act: -1.3; PI5P4K alpha inh: 3; CCT modulator: -4.7; EPAC2 agonist: -1%; EPAC1 antagonist: -2%; EPAC1 ag: 4%; WRN helicase inh: 9%

How did c1ccc(CCn2nnnc2C(c2cccnc2)N2CCOCC2)cc1 (stereo not given) do in these assays?
PLK1 PBD block: 5%; IL-2 act: 1.9; PI5P4K alpha inh: -7; CCT modulator: -4.7; EPAC2 agonist: 12%; EPAC1 antagonist: 16%; EPAC1 ag: -6%; WRN helicase inh: 4%

What do the screens show for `CN(CC(=O)Nc1ccc(Cl)c(C(F)(F)F)c1)C(=O)COc1cccc2cccnc12`?
PLK1 PBD block: 0%; IL-2 act: -3.2; PI5P4K alpha inh: 3; CCT modulator: 1.8; EPAC2 agonist: -14%; EPAC1 antagonist: -7%; EPAC1 ag: -4%; WRN helicase inh: -5%

Results for CCOc1ccc2nc(N3C(=O)C(O)=C(C(=O)c4ccco4)C3c3ccco3)sc2c1 (stereo not given) ?
PLK1 PBD block: inconclusive; IL-2 act: 0.6; PI5P4K alpha inh: inconclusive; CCT modulator: -2.6; EPAC2 agonist: -12%; EPAC1 antagonist: 3%; EPAC1 ag: 11%; WRN helicase inh: -5%[11.6 µM]

What do the screens show for `O=C1Nc2cc(Cl)c(Cl)cc2N(O)N1c1ccccc1Cl`?
PLK1 PBD block: -16%; IL-2 act: 0.1; PI5P4K alpha inh: -2; CCT modulator: -4.2; EPAC2 agonist: -9%; EPAC1 antagonist: 0%; EPAC1 ag: -1%; WRN helicase inh: -6%

What do the screens show for `O=C(COC(=O)/C=C/c1ccco1)NCc1ccc(Cl)cc1Cl`?
PLK1 PBD block: -6%; IL-2 act: -0.6; PI5P4K alpha inh: -6; CCT modulator: 1.5; EPAC2 agonist: 3%; EPAC1 antagonist: -11%; EPAC1 ag: -16%; WRN helicase inh: -6%

How did C=CCNC(=O)CSc1nc2sccc2c(=O)n1-c1ccccc1 do in these assays?
PLK1 PBD block: -22%; IL-2 act: -2.9; PI5P4K alpha inh: -60*; CCT modulator: -17; EPAC2 agonist: 8%; EPAC1 antagonist: inconclusive; EPAC1 ag: 4%; WRN helicase inh: -13%

Results for CC(=O)c1ccccc1NC(=O)CSc1nc2ccccc2c(=O)n1CCCN1CCOCC1 ?
PLK1 PBD block: -4%; IL-2 act: 1.0; PI5P4K alpha inh: 7; CCT modulator: -3.6; EPAC2 agonist: 1%; EPAC1 antagonist: 5%; EPAC1 ag: -5%; WRN helicase inh: -6%

What do the screens show for `CC(C1CC1)N(Cc1ccccc1)C(=S)Nc1ccccc1Cl` (stereo not given)?
PLK1 PBD block: -1%; IL-2 act: -1.4; PI5P4K alpha inh: 3; CCT modulator: -1.0; EPAC2 agonist: 12%; EPAC1 antagonist: -20%; EPAC1 ag: 13%; WRN helicase inh: -7%

From PubChem BioAssay
